MsrA inh: bovine MsrA enzyme inhibitors, primary screen, biochemical, absorbance, HTS | inhibition, % at 15.5 µM | 360,000 tested, 0.75% active | purified bovine MsrA, absorbance read-out | AID 651718, 2012; in the data active = inhibition above about 4.5%;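 note: 0% = vehicle wells with enzyme and 100% = reference inhibitor wells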
MT1-MMP act inh: blockers of MT1-MMP proenzyme processing, primary screen, HT1080 RFP-PRO-GFP cells, GFP/RFP fluorescence. GFP/RFP ratio change, % at 20 µM. GFP/RFP ratio fluorescence, overnight; percent of plate control window, DMSO zero. 360,000 tested, 0.061% active. AID 651647, 2012. Matrix metalloproteinase-14 (Homo sapiens), P50281;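 active = GFP/RFP ratio change of at least 30% with cell ATP level not reduced by more than half and red fluorescence within 50% of control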; note: strong numbers were not always called active
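Material – HT1080 RFP-PRO-GFP cells · Control set – DMSO wells and RFP-L50D-GFP cells · Incubation – overnight cell settling, then overnight compound exposure, 37 °C, 5% CO2 · Compound dosing – single-point 20 µM compound, 1% DMSO · Read-out – GFP/RFP fluorescence ratio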
Neddyl block: inhibitors of cullin neddylation, primary screen, biochemical, TR-FRET, uHTS, NAE and Ubc12; NEDD8-conjugating enzyme Ubc12 (Homo sapiens) + NEDD8-activating enzyme E1 regulatory …; AID 651699, 2012; calls only at 25 µM; 360,000 tested, 0.58% active; in the data active = inhibition above about 36%
Target sequence (P61081 whole entry, looked up): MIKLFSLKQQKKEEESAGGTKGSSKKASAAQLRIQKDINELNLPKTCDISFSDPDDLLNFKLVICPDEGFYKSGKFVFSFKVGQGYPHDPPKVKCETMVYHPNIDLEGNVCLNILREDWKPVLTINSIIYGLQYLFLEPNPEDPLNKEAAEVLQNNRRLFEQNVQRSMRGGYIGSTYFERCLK
Target sequence (Q13564 whole entry, looked up): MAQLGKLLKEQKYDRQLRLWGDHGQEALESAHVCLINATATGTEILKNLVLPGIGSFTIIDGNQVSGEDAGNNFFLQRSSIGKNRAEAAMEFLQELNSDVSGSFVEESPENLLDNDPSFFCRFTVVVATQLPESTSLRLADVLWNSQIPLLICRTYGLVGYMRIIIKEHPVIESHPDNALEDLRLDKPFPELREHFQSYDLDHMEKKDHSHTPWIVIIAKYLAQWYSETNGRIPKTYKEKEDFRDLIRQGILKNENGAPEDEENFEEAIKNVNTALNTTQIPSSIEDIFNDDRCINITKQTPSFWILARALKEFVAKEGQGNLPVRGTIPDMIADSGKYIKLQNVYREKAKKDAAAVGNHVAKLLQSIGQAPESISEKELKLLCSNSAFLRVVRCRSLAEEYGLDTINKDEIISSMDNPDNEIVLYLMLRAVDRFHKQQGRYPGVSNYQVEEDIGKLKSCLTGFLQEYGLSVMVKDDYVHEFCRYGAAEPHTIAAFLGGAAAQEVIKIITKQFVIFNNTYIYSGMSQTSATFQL
Rin1-Abl PPI inh: inhibitors of Rin1-Abl protein binding, primary screen, biochemical, TR-FRET; Tyrosine-protein kinase ABL1 (Homo sapiens) + Ras and Rab interactor 1 (Homo sapiens), …; inhibition, % at 7.35 µM; 360,000 tested, 0.4% active; AID 588664, 2011; in the data active = inhibition above about 5%, passing the limit was not always enough
NRP1-CendR mod: modulators of CendR peptide binding to NRP-1, primary screen, biochemical, fluorescence polarization, uHTS; FAM-RPARPAR peptide binding to NRP-1; inhibition, % at 25 µM; 360,000 tested, 0.85% active;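 active = inhibition or corrected inhibition above about 18%, plus a signal ratio from 0.5 to 1.5, limit read from the data, passing the limit was not always enough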; note: strong numbers were not always called active
FAS-TE inh: FAS thioesterase domain inhibitors, primary screen, biochemical, fluorescence intensity, uHTS. Fatty acid synthase (Homo sapiens), P49327. recombinant FAS-TE, OMFH fluorogenic substrate, fluorescence endpoint. inhibition, % at 15 µM. 360,000 tested, 0.67% active. AID 602261, 2012;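 active = compounds whose normalised, plate-corrected inhibition of enzyme fluorescence in the single-dose primary screen is 50% or more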;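 note: 0% = DMSO with enzyme and 100% = substrate without enzyme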
SKN-1 block: suppressors of acrylamide-induced Pgst-4::GFP reporter in worms, primary screen, SKN-1 inhibitor project, whole organism, uHTS, GFP/RFP fluorescence ratio, strain VP596; C. elegans VP596 Pgst-4::GFP/RFP ratio, 24 h; inhibition, % at 21.8 µM; 360,000 tested, 0.49% active; AID 624304, 2012;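 active = interference check ratio from 0.5 to 1.5 plus GFP to RFP signal ratio inhibition reaching or exceeding a fixed threshold, cut at about 30% in these data, passing the limit was not always enough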; note: some compounds called inactive have numbers as strong as hits
eLon inh: inhibitors of E. coli Lon protease, primary screen, biochemical, fluorescence polarization; P0A9M0; purified E. coli Lon protease; inhibition, % at 7.94 µM; 360,000 tested, 0.42% active; in the data active = inhibition above about 13%, passing the limit was not always enough;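 note: 0% = enzyme with probe and DMSO and 100% = no enzyme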
MsrA act: bovine MsrA enzyme activators, primary screen, biochemical, absorbance, HTS. Methionine sulfoxide reductase A (Bos taurus). AID 602163, 2012. purified bovine MsrA, absorbance read-out. 360,000 tested, 0.3% active. activation, % at 10.6 µM; in the data active = activation above about 7.5%;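 note: 0% = vehicle and 100% = reference activator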
* hit, by the source's call; i = inactive; . = no result given.

#1 Cc1ccc(C(=O)CSc2nnc(-c3ccccc3N)n2C)cc1C
#2 CCOc1nc(NC(=O)NS(=O)(=O)Oc2ccccc2Cl)nc(-c2ccccc2)n1
#3 COc1ccc(NC(=O)C2(C)Cc3c(-c4ccc5c(c4)OCO5)ccnc3O2)cc1OC (stereo not drawn)
#4 Cc1cccc(OCC(=O)Nc2ccc(S(=O)(=O)Nc3ccccn3)cc2)c1
#5 O=C1CN(C(=O)CSc2nnc(C3CC3)n2-c2ccccc2)c2ccccc2N1
Screen / compound no.	1	2	3	4	5
MsrA inh	1.1	0.3	-1.6	2.4	2.9
MT1-MMP act inh	6	1	0	1	-1
Neddyl block	i	i	i	i	i
Rin1-Abl PPI inh	-2	-1	3	0	-3
NRP1-CendR mod	-4	-3	-7	7	7
FAS-TE inh	-12	-6	-2	7	-6
SKN-1 block	-13	9	5	-3	7
eLon inh	-3	-8	-11	-7	-9
MsrA act	-12	-3	-5	1	-5

The final 3 entries of the part before are carried over, then new ones follow:
#3 COc1ccc(NC(=O)C2(C)Cc3c(-c4ccc5c(c4)OCO5)ccnc3O2)cc1OC (stereo not drawn)
#4 Cc1cccc(OCC(=O)Nc2ccc(S(=O)(=O)Nc3ccccn3)cc2)c1
#5 O=C1CN(C(=O)CSc2nnc(C3CC3)n2-c2ccccc2)c2ccccc2N1
#6 CCOc1ccc(NC(=O)CCSc2ccc3ccccc3n2)cc1
#7 CC(=O)Nc1ccc(S(=O)(=O)N2CCC(C(=O)Nc3nccs3)CC2)cc1
#8 Cc1ccc(N(C(C)C(=O)O)S(=O)(=O)c2c(C)[nH]c(=O)[nH]c2=O)cc1 (stereo not drawn)
#9 Cc1cc(NC(=O)c2c(-c3c(Cl)cccc3Cl)noc2C)n(C)n1
#10 NNC(=S)NCc1cccnc1
Screen / compound no.	3	4	5	6	7	8	9	10
MsrA inh	-1.6	2.4	2.9	1.5	-0.6	-0.6	-1.2	-0.3
MT1-MMP act inh	0	1	-1	10	6	-3	5	0
Neddyl block	i	i	i	i	i	i	i	i
Rin1-Abl PPI inh	3	0	-3	-4	2	3	4	0
NRP1-CendR mod	-7	7	7	-10	12	0	-3	-3
FAS-TE inh	-2	7	-6	14	28	-4	-3	-15
SKN-1 block	5	-3	7	5	3	-4	-5	-4
eLon inh	-11	-7	-9	-11	-10	0	8	-11
MsrA act	-5	1	-5	-6	-4	-2	-1	-4

Values by screen from the list.
Nos. 6 to 9 in MsrA act: -6, -4, -2, -1
Nos. 6 to 9 in MT1-MMP act inh: 10, 6, -3, 5

Continuation.
#11 CCOc1ccc(-c2nnc(SCC(=O)N3CCCC3)o2)cc1
#12 O=C(N/N=C/c1cccc2ccccc12)c1ccc(CN2CCOCC2)cc1
#13 Cc1ccc(S(=O)(=O)N(C)C)cc1NC(=O)COC(=O)CNC(=O)C12CC3CC(CC(C3)C1)C2
#14 C=CCn1c(O)c(N=NC(=S)Nc2ccccc2F)c2cc(S(=O)(=O)N3CCOCC3)ccc21
#15 COc1ccc(NC(=O)CCNS(=O)(=O)c2ccc3c(c2)CC(C)N3C(C)=O)cc1 (stereo not drawn)
Screen / compound no.	11	12	13	14	15
MsrA inh	-0.4	2.3	-0.1	2.1	0.8
MT1-MMP act inh	0	14	-4	4	-1
Neddyl block	i	i	i	i	i
Rin1-Abl PPI inh	2	-1	-2	1	1
NRP1-CendR mod	8	8	0	-10	-1
FAS-TE inh	-3	1	-4	59*	-3
SKN-1 block	1	9	-8	-1	7
eLon inh	-10	9	9	13	-13
MsrA act	4	-2	-3	-6	-2

As entered above.
MsrA inh with #15 reads 0.8
Rin1-Abl PPI inh with #11 reads 2
Rin1-Abl PPI inh with #13 reads -2
SKN-1 block with #12 reads 9

Next compounds
#16 O=C(Oc1ccccc1N1C(=O)C2CCCCC2C1=O)c1ccccc1F (stereo not drawn)
#17 c1ccc2[nH]c(NC3=NCCC3)nc2c1
#18 Cc1ccc2nc(C)c(C(=O)N/N=C/c3ccco3)cc2c1
#19 O=[N+]([O-])c1cccc(C(=Nc2ccccc2)NO)c1
#20 COc1ccc(N2CCN(C(=O)COC(=O)c3oc4ccccc4c3C)CC2)cc1
Screen / compound no.	16	17	18	19	20
MsrA inh	-0.1	0.1	0.2	0.9	0.1
MT1-MMP act inh	0	-1	3	-2	4
Neddyl block	i	i	i	i	i
Rin1-Abl PPI inh	0	-3	0	-2	3
NRP1-CendR mod	-11	-12	19	-14	7
FAS-TE inh	-7	-4	-12	-4	23
SKN-1 block	6	-23	11	6	24
eLon inh	-5	2	8	-2	4
MsrA act	-3	-2	0	-1	-2

#21 CN(C)c1ccc(/C=C/C(=O)c2ccccc2O)cc1
#22 O=C(NCCCc1ccccc1)C(=O)NCC1OCCN1S(=O)(=O)c1cc(F)ccc1F (stereo not drawn)
#23 CCN(CC)CCCNC(=O)c1csc(Nc2cccc3ccccc23)n1
#24 COc1cc(OC)cc(C(=O)Nc2ccccc2C(=O)NC2CC2)c1
#25 Cc1ccccc1NC(=O)Cn1nc(-c2ccc(Cl)s2)ccc1=O
Screen / compound no.	21	22	23	24	25
MsrA inh	0.5	0.5	-0.6	0.5	-0.5
MT1-MMP act inh	-38	0	-3	0	4
Neddyl block	i	i	i	i	i
Rin1-Abl PPI inh	2	-1	-1	1	-4
NRP1-CendR mod	-203	10	4	-3	5
FAS-TE inh	-2	2	-4	1	4
SKN-1 block	34	6	-1	2	8
eLon inh	-46	-3	-4	7	-1
MsrA act	-2	1	8.1*	-4	-9

#26 Cc1ccc(N2C(=O)CC(N3CCN/C3=C3\CC/C(=C\c4ccccc4)C3=O)C2=O)cc1 (stereo not drawn)
#27 Nc1nccc(SCc2ccc(Cl)cc2Cl)n1
#28 Cc1ccc(S(=O)(=O)NCC(=O)OCC(=O)Nc2ccccc2OC(F)F)cc1
#29 COc1ccc(CNC(=O)C(C)N2C(=O)COc3ccc(C)cc32)c(OC)c1 (stereo not drawn)
#30 OCc1ccc(-c2nn(Cc3ccccc3)c3ccccc23)o1
Screen / compound no.	26	27	28	29	30
MsrA inh	2.8	-0.4	-1.3	-0.9	1.0
MT1-MMP act inh	0	-1	4	3	4
Neddyl block	i	i	i	i	i
Rin1-Abl PPI inh	-3	4	-1	-2	-1
NRP1-CendR mod	2	4	7	-10	-17
FAS-TE inh	-5	0	-7	-5	1
SKN-1 block	-1	19	5	-7	-4
eLon inh	-1	-17	3	4	-14
MsrA act	-14	-3	-4	2	-10

Molecules above that contain a furan ring, fused or not:
#18 Cc1ccc2nc(C)c(C(=O)N/N=C/c3ccco3)cc2c1
#20 COc1ccc(N2CCN(C(=O)COC(=O)c3oc4ccccc4c3C)CC2)cc1
#30 OCc1ccc(-c2nn(Cc3ccccc3)c3ccccc23)o1
Screen / compound no.	18	20	30
MsrA inh	0.2	0.1	1.0
MT1-MMP act inh	3	4	4
Neddyl block	i	i	i
Rin1-Abl PPI inh	0	3	-1
NRP1-CendR mod	19	7	-17
FAS-TE inh	-12	23	1
SKN-1 block	11	24	-4
eLon inh	8	4	-14
MsrA act	0	-2	-10

Later entries
#31 CC1CC(C)CN(S(=O)(=O)c2ccc(F)c(C(=O)NC3CCCCC3C)c2)C1 (stereo not drawn)
#32 CC(=O)Oc1ccc2c(=O)c(-c3ccccc3)coc2c1
#33 Cc1c(CCC(=O)O)c(=O)oc2cc3occ(-c4ccc(Cl)cc4)c3cc12
#34 O=C(Nc1cccc(C(F)(F)F)c1)C(Sc1cccc[n+]1[O-])c1ccccc1 (stereo not drawn)
#35 O=C(CN1CCCC1)Nc1ccccc1C(=O)c1ccccc1
Screen / compound no.	31	32	33	34	35
MsrA inh	-1.1	0.1	0.9	0.8	-0.1
MT1-MMP act inh	0	1	0	7	-2
Neddyl block	i	.	i	i	i
Rin1-Abl PPI inh	-6	-1	1	1	-3
NRP1-CendR mod	-6	-7	-51	11	14
FAS-TE inh	1	-1	7	-16	-2
SKN-1 block	15	20	1	15	4
eLon inh	-8	0	-8	-13	-4
MsrA act	-1	-5	-4	-5	-1

#36 Cc1cc(C)n(C(=O)CCC(=O)NCc2ccccc2)n1
#37 COc1cc(OC)cc(C(=O)Nc2cccc3c2CCCC3)c1
#38 CC1CC(C)CN(C(=O)c2nn(C)c3c2CSc2ccccc2-3)C1 (stereo not drawn)
#39 CCN(C(=O)COC(=O)c1ccccc1Nc1cccc(C)c1C)C1CCS(=O)(=O)C1 (stereo not drawn)
#40 Cc1nc(NC(=O)CN2CCCCC2)sc1C(=O)N(C)C
Screen / compound no.	36	37	38	39	40
MsrA inh	2.4	1.0	-0.9	0.4	0.3
MT1-MMP act inh	7	2	-3	-1	4
Neddyl block	i	i	i	i	i
Rin1-Abl PPI inh	0	0	0	0	-2
NRP1-CendR mod	1	-13	7	7	-4
FAS-TE inh	-4	8	18	11	-5
SKN-1 block	5	6	6	4	23
eLon inh	11	6	1	2	-7
MsrA act	-1	-7	2	-1	-3

#41 O=C(Nc1cccc(S(=O)(=O)N2CCCCC2)c1)C1CCCC1
#42 O=C(CCc1ccccc1)Nc1ccc2c(c1)C(=O)OC2
#43 Nc1ncn([C@H]2C[C@H](O)[C@@H](CO)O2)c(=O)n1
#44 C#CCOC(=O)CCCC(=O)NCCCCCCCC
#45 Cc1nc(N)[nH]c(=O)c1CCC(=O)OCC(C)C
Screen / compound no.	41	42	43	44	45
MsrA inh	1.0	.	1.0	0.3	-0.6
MT1-MMP act inh	2	-4	7	.	3
Neddyl block	i	i	i	i	i
Rin1-Abl PPI inh	-2	3	-2	6.6*	-1
NRP1-CendR mod	-2	5	-2	-1	-9
FAS-TE inh	2	3	-5	1	-7
SKN-1 block	11	6	2	6	-3
eLon inh	-10	-26	-1	2	4
MsrA act	-3	0	-3	-16	-1

#46 COC(=O)Cn1c(=O)n(CCc2ccccc2)c(=O)c2c3c(sc21)CCCC3
#47 CCOC(=O)C1=CCN(S(=O)(=O)c2ccccc2Br)C1c1cccc(Cl)c1 (stereo not drawn)
#48 O=C(c1cccs1)N1CCOCC1
#49 CCc1nnc(NC(=O)CCC(=O)N2CCC(Cc3ccccc3)CC2)s1
#50 COc1ccc(C2C=C(c3ccc(Br)cc3)Nc3nc(N4C(=O)CCC4=O)nn32)cc1 (stereo not drawn)
#51 O=C(NCc1cccc(Cl)c1)c1cnccn1
#52 C=CCn1c(O)c(CN2CCCCC2)c(C)c(C#N)c1=O
Screen / compound no.	46	47	48	49	50	51	52
MsrA inh	-0.6	-1.2	-1.1	-0.7	-0.8	-0.4	2.0
MT1-MMP act inh	-7	4	-4	4	-178	-10	-8
Neddyl block	i	i	i	i	i	i	i
Rin1-Abl PPI inh	-2	2	-2	3	-3	2	-8
NRP1-CendR mod	8	-6	1	-5	9	4	-12
FAS-TE inh	32	14	-4	-7	10	-11	-5
SKN-1 block	3	4	3	-6	20	-23	12
eLon inh	1	-7	4	0	25*	9	-5
MsrA act	-3	-1	3	-1	-1	0	-4

Screens as filed in PubChem BioAssay.
